# luminol inh ctr: luminol signal inhibition, Nox1 inhibitor counter-screen; 0.4% of 16,000 active; HRP/luminol/H2O2 chemiluminescence counterscreen; AID 1823; inhibition, % at 6.7 µM; also: reference of the scale not given here
# Nox1 inhibitor: human Nox1 inhibition. Q9Y5S8. HT29 cells, luminol chemiluminescence ROS. 0.81% of 16,000 active. inhibition, % at 6.7 µM
# Target sequence (Q9Y5S8 whole entry, looked up): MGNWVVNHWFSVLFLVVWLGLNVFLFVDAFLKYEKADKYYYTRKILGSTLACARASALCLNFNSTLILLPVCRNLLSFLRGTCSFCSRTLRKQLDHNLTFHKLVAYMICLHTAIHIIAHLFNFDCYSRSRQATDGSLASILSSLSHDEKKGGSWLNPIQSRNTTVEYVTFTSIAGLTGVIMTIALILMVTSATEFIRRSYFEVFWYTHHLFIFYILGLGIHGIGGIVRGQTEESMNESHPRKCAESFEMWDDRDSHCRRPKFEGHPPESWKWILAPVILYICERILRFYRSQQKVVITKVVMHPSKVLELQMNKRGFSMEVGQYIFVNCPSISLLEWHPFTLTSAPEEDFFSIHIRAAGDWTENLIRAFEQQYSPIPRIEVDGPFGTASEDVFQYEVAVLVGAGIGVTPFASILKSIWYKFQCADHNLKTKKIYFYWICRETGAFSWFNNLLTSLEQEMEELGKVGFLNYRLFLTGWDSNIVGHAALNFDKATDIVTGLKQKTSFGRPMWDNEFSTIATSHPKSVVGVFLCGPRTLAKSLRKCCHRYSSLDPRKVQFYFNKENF
# S1P1 ag: activates the human S1P1 receptor; P21453; S1P1 agonist cell-based reporter assay; AID 1044; 1.5% of 16,000 active; activation, % at 4.5 µM; in the data active = activation above about 80%
# NOTCH ag: agonists of NOTCH signaling | NOTCH signaling luciferase reporter cells, luminescence | activation, % at 2.5 µM | 0.4% of 15,000 active | AID 434982; in the data active = activation above about 2.2%
# OPRK1 antag MB: blocks the human kappa opioid receptor, Maybridge compounds; 0.4% of 16,000 active; OPRK1 cells, antagonist mode, fluorescence readout; AID 652031; P41145; inhibition, % at 9 µM; in the data active = inhibition above about 50%
# rat GALR2 ag: activates the rat galanin receptor 2; cell-based GALR2 agonist screen; activation, % at 10 µM; 0.5% of 16,000 active; AID 833; in the data active = activation above about 15%
# Target sequence (O08726 whole entry, looked up): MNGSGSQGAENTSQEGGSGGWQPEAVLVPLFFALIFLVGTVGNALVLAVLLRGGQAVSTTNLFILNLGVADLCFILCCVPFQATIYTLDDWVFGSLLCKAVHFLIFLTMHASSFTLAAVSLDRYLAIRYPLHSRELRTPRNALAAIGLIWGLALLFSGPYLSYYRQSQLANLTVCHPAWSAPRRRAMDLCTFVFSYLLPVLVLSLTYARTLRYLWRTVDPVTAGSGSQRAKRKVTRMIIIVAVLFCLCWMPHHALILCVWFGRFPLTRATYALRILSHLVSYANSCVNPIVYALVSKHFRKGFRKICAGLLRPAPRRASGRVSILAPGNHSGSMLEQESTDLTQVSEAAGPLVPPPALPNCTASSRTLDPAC
# PME-1 Maybridge: PME-1 (human) inhibition, Maybridge primary screen. Q9Y570. recombinant PME-1, FP-Rh probe fluorescence polarization. inhibition, % at 9 µM. 0.5% of 16,000 active; in the data active = inhibition above about 30%
# TLR4-MyD88 inh: inhibitors of human TLR4-MyD88 binding; O00206; Cell-based TLR4-MyD88 binding inhibition assay; inhibition, % at 10 µM; 0.06% of 16,000 active; AID 811; in the data active = inhibition above about 45%
# * = called active by the depositor; . = not tested or not shown. Rule as the data show it, unless noted: active = inhibition above about 75%; inactive = the rest. Only part of the results is shown; the hit share may differ from the screen's.
# Preview, 2 compounds:
SMILES,luminol inh ctr,Nox1 inhibitor,S1P1 ag,NOTCH ag,OPRK1 antag MB,rat GALR2 ag,PME-1 Maybridge,TLR4-MyD88 inh
CC(C)(C)c1ccc(NC(=O)Nc2sccc2-n2cccc2)cc1,6,-82,-4,0.0,11,-7,-12,-3
Cn1c(NCc2ccc(F)cc2)cc(=O)n(C)c1=O,-2,-58,0,-0.3,28,-8,1,5

# Main list, from the start:
SMILES,luminol inh ctr,Nox1 inhibitor,S1P1 ag,NOTCH ag,OPRK1 antag MB,rat GALR2 ag,PME-1 Maybridge,TLR4-MyD88 inh
CC(C)(C)c1ccc(NC(=O)Nc2sccc2-n2cccc2)cc1,6,-82,-4,0.0,11,-7,-12,-3
Cn1c(NCc2ccc(F)cc2)cc(=O)n(C)c1=O,-2,-58,0,-0.3,28,-8,1,5
CC(CC(=O)Nc1ccc(Cl)cc1)C(Cl)(Cl)Cl (centres undefined),1,-10,-10,-0.7,1,-10,-4,-10
CC(=O)C1=C(C)NC(=O)NC1c1ccco1 (centres undefined),-4,29,5,-0.6,19,1,7,6
Cc1nc(C(=O)NNC(=S)Nc2ccccc2C(F)(F)F)cs1,11,74,-8,-0.5,-7,-4,1,-4
O=C(Nc1ccc(N2CCCCC2)cc1)c1ccc(Cl)cc1,-13,-18,-3,0.0,8,-6,0,1
CC(=O)c1cnc(N)nc1C,-8,18,1,.,0,-6,2,-7
OC(CN1CCCC1)c1ccccc1 (centres undefined),0,-29,-6,0.0,8,-6,-2,7
O=C(NNC(=O)Nc1ccc(OC(F)(F)F)cc1)Nc1ccc(OC(F)(F)F)cc1,2,-33,-12,-0.2,8,-6,-30,9
FC(F)(F)c1cnc(N2CCN(C(=S)NC3CC4C=CC3C4)CC2)c(Cl)c1 (centres undefined),4,-30,24,-0.3,-10,-5,-19,-9
CCCc1c(Cc2c(F)cccc2Cl)c(=O)oc2cc(OC(=O)COC)ccc12,-5,-30,-6,1.6,7,-9,5,-2
COc1ccc2cc(C(C)C(=O)NCc3ccccc3)ccc2c1 (centres undefined),-7,7,9,0.3,-5,-8,6,-15
Nc1ccccc1SC1CC(=O)N(c2ccc3c(c2)OCCO3)C1=O (centres undefined),-1,-22,-4,-0.6,34,-4,-1,-3
CC1=C(C#N)C(c2ccc([N+](=O)[O-])cc2[N+](=O)[O-])C(C#N)=C(C)N1,7,38,-16,-0.1,-17,1,2,-6
Cc1noc(C)c1S(=O)(=O)N1CCCN(c2ccc(C(F)(F)F)cn2)CC1,2,-14,0,-1.3,-42,4,1,2
Cc1nccnc1-c1ccn[nH]1,-3,-18,2,1.1,-1,-5,0,-1
COc1cccc(OC)c1C(=O)Nc1ccc(C(C#N)Cc2ccc(N(C)C)cc2)cc1 (centres undefined),-1,26,-12,.,0,-5,3,-10
N#C/C(=C\c1c(F)cccc1Cl)S(=O)(=O)Cc1ccco1,-2,-26,0,-0.6,-4,-5,1,-1
O=C1C=CC(=O)N1c1ccc(-n2nc(C(F)(F)F)cc2C(F)(F)F)cc1,2,-54,-37,-0.4,6,-3,-1,-16
COc1ccncc1C(=O)Nc1ccc(F)cc1F,3,-67,-6,-0.5,-2,-3,-2,5
FC(F)(F)c1oc(-c2ccc(Cl)cc2)cc1-c1nnc(-c2ccco2)o1,3,-35,-4,-0.2,9,-4,-6,2
Cc1cc(NC(=O)Cc2cc(F)cc(F)c2)no1,-4,-54,-6,-0.7,-3,-7,-4,2
CC(=O)C(C#N)c1nc(-c2ccc(Cl)c(C)c2)cs1 (centres undefined),17,27,53,0.0,10,-1,6,0
COC(=O)/C=C1\Nc2ccccc2C(=O)NC1=O,0,-33,-13,-0.8,7,-8,1,0

# Results in luminol inh ctr (seven entries from above):
Structure | luminol inh ctr
Cc1nccnc1-c1ccn[nH]1 | -3
COC(=O)/C=C1\Nc2ccccc2C(=O)NC1=O | 0
N#C/C(=C\c1c(F)cccc1Cl)S(=O)(=O)Cc1ccco1 | -2
Nc1ccccc1SC1CC(=O)N(c2ccc3c(c2)OCCO3)C1=O (centres undefined) | -1
Cc1cc(NC(=O)Cc2cc(F)cc(F)c2)no1 | -4
CC1=C(C#N)C(c2ccc([N+](=O)[O-])cc2[N+](=O)[O-])C(C#N)=C(C)N1 | 7
CC(=O)C(C#N)c1nc(-c2ccc(Cl)c(C)c2)cs1 (centres undefined) | 17

# The list goes on.
SMILES,luminol inh ctr,Nox1 inhibitor,S1P1 ag,NOTCH ag,OPRK1 antag MB,rat GALR2 ag,PME-1 Maybridge,TLR4-MyD88 inh
CCOC(=O)C(NCCc1ccccc1)(NC(C)=O)C(F)(F)F (centres undefined),-2,-11,2,-0.4,2,-5,-2,-5
COc1ccc(/C=C(\C#N)c2cccc(Cl)c2)c(OC)c1,3,-32,-5,-0.7,8,-8,-5,-14
CC(C(=O)c1ccc(-c2ccccc2F)cc1)N1CCN(c2ccc(C#N)cc2)CC1 (centres undefined),-10,9,-7,-0.3,4,-2,2,6
Cc1c(C)c(C)c(C=C2C(=O)OC(C)(C)OC2=O)c(C)c1C,-4,-2,-1,0.5,-11,-2,6,-1
Cc1c(N/N=C(\C#N)c2nc3ccccc3[nH]2)c(=O)n(-c2ccccc2)n1C,8,-70,-8,-0.5,-6,-7,3,4
CCOC(=O)c1cn(Cc2ccc(Cl)cc2Cl)c2cc(C)nn2c1=O,-2,-48,-13,.,-20,-8,2,-3
O=C(O)c1ccccc1C(=O)Nc1ncccc1OCc1ccc(Cl)c(Cl)c1,2,-34,25,-0.8,-6,-5,4,-9
CC(=O)C1=C(O)c2cc(Cl)c(Cl)cc2C1=O,-5,26,26,-0.3,-13,-6,7,8
CCOC(=O)c1c(C)nn(-c2ccc(NS(=O)(=O)c3c(C)noc3C)cc2)c1C,-6,23,-21,1.0,-3,-5,4,-7
Cn1c(=O)c(-c2noc(-c3cccs3)n2)cn(-c2ccccc2)c1=O,0,-27,-3,0.2,-2,-7,-3,2
O=S(=O)(/N=C/c1ccccc1O)c1ccc(N=Cc2ccccc2O)cc1,-1,-66,-16,-0.1,1,-3,5,1
O=c1[nH]c2ccc(Cl)cc2o1,-6,11,-5,-0.4,1,-3,6,-4
COc1ccc(NC(=O)NC(=O)CC#N)cc1,-9,-39,-28,0.1,0,1,-1,-16
O=C(Nc1ccccc1C(F)(F)F)c1ccccc1I,-6,-12,14,-0.2,0,-6,5,-4
N#CC(C(=O)Nc1ccc(Cl)cc1)C(=O)c1cccs1 (centres undefined),4,-35,34,-0.3,19,-2,-18,-7
COc1ccc(NC(=O)Nc2cc(C)cc(C)c2)cn1,-4,-19,-1,-0.5,-11,-9,7,2
O=c1c2ccccc2[nH]c(=S)n1CCc1ccccc1,5,-53,-16,-0.8,-15,-6,-2,-5
NS(=O)(=O)c1cccc(NC(=O)c2sccc2Cl)c1,4,-66,-4,-6.2,3,-4,1,3
CCOC(=O)c1csc(CS(=O)(=O)Cc2ccco2)n1,5,-54,-12,-0.4,2,-5,-6,1
O=c1c(N2CCOCC2)nnc2sc3ccccc3n12,-18,65,-12,0.4,-6,12,1,0
CC(C)c1ccc(NNC(N)=S)cc1,10,58,0,-0.7,-6,-9,-3,-2
CC(NS(=O)(=O)c1ccc(Oc2cccc(Cl)c2C#N)cc1)C(C)(C)C (centres undefined),-4,-1,40,-0.2,17,-5,2,-6
NNC(=O)c1cc(C(F)(F)F)cc(C(F)(F)F)c1,6,0,-1,0.0,14,-6,5,1
Cc1c(S(=O)(=O)C(C)C)c(N)n(Cc2ccc(F)c(Cl)c2)c1C,1,-27,-22,0.0,-3,-7,-3,-2
N/C(CSc1ncccc1C(F)(F)F)=N\OC(=O)Nc1cccc(Cl)c1,7,-38,12,0.0,1,-8,-5,2
O=[N+]([O-])c1ccc2cc(Br)c3ccccc3c2c1,4,-60,3,-0.9,7,-7,-1,8
CCC(=O)Nc1cccc2c(NC(=O)CC)cccc12,3,-54,82*,-0.7,7,-4,-3,12
CC1c2ccsc2CCN1S(C)(=O)=O (centres undefined),-7,7,-2,0.1,-5,-7,1,-8
Fc1ccc(COc2ccc(-c3nnco3)cc2)cc1,-3,-44,40,-0.2,13,-4,5,6
CN1C2CCC1CC(NC(=O)CS(=O)(=O)c1ccc(F)cc1F)C2 (centres undefined),1,-15,-14,0.4,7,-7,2,-29
COc1ccc(-c2cc(C(=O)NN)c3ccc(C)cc3n2)cc1OC,15,-50,-6,-0.1,-12,-9,-6,-6
Cc1csc2sc(C(=O)N3CCOCC3)c(C)c12,-4,-24,-5,-0.4,-10,-4,13,-3
c1ccc(-n2ncc3c(N4CCc5ccccc54)ncnc32)cc1,-2,-3,-3,-0.4,14,-8,1,1
N/C(Cc1cccs1)=N\OC(=O)c1ccccc1,-1,-65,9,-0.8,4,-4,6,-5
COc1ccc(SCCC(=O)NNS(=O)(=O)c2ccc(-c3ccccn3)s2)cc1,8,-28,6,-0.5,-1,-8,-1,0
NC(=O)Nc1ccc2[nH]ncc2c1,-9,0,-5,-0.6,6,-6,9,-1
CCCCNC(=O)NNC(=O)c1cccn1-c1ccc(F)cc1,7,-5,3,-0.7,-24,-6,4,.
C=C(C)C(=O)Oc1c2ccccc2cc2ccccc12,-2,-8,-28,-0.3,5,-11,-6,-6
CCOC(=O)c1csc(-n2cccc2)n1,-3,11,6,0.0,4,-6,8,-4
CCOC(=O)C1CN(Cc2ccco2)C(=O)C1=O (centres undefined),10,-47,0,-0.3,16,-7,0,0
O=S(=O)(c1cc(C(F)(F)F)ccn1)c1cccs1,-4,-30,-1,-0.4,8,-3,1,3
CSc1ccc(NC(=O)NCc2cccnc2)cc1,-2,-22,0,-0.5,-13,-8,7,8
CN(/N=C/c1ncc([N+](=O)[O-])n1C)c1cnn(-c2ccccc2)c(=O)c1Cl,-2,-24,0,0.2,2,-6,3,8
O=C(N/N=C/c1c(Cl)cccc1Cl)c1nc(-c2ccc([N+](=O)[O-])cc2)no1,-4,6,3,1.5,4,-4,2,-13
N/N=C(/Cn1nnc(N2CCCCC2)n1)c1ccc(Cl)cc1,-1,-36,-14,-4.9,-16,-6,2,-1
O=S(=O)(NCc1csc2ccc(Cl)cc12)c1cccc2nonc12,2,-45,12,-0.2,6,-6,-22,7
Cc1oc2c(F)c(F)c(F)c(F)c2c1C(=O)ONC(N)c1ccc(OS(=O)(=O)N(C)C)cc1 (centres undefined),-3,-5,23,-0.7,6,-6,-3,-2
CC(=O)c1ccc(C#Cc2ccccc2)cc1,-9,15,13,0.3,16,-6,3,-5

# Looked up by compound from the list above:
SMILES,luminol inh ctr,Nox1 inhibitor,S1P1 ag,NOTCH ag,OPRK1 antag MB,rat GALR2 ag,PME-1 Maybridge,TLR4-MyD88 inh
CCOC(=O)C1CN(Cc2ccco2)C(=O)C1=O (centres undefined),10,-47,0,-0.3,16,-7,0,0
CCCCNC(=O)NNC(=O)c1cccn1-c1ccc(F)cc1,7,-5,3,-0.7,-24,-6,4,.
O=S(=O)(NCc1csc2ccc(Cl)cc12)c1cccc2nonc12,2,-45,12,-0.2,6,-6,-22,7

# Remaining list, next part.
SMILES,luminol inh ctr,Nox1 inhibitor,S1P1 ag,NOTCH ag,OPRK1 antag MB,rat GALR2 ag,PME-1 Maybridge,TLR4-MyD88 inh
O=C(O)c1c(-c2ccccc2)nnc2ccccc12,4,-22,8,-0.1,-11,-7,-1,-5
COc1cccc(OC)c1C(=O)c1cc[n+](C)cc1,3,-47,-1,0.2,8,-1,1,6
Cc1ccc(C(=O)c2ccccc2[N+](=O)[O-])cc1,3,-34,8,-0.6,-6,-10,-1,7
C=CCSc1nnc(-c2ccc(Cl)cc2)n1CC(OC)OC,-7,9,14,-0.3,15,-4,2,4
O=C(Nc1cccc(-c2ncon2)c1)C(Cl)(Cl)Cl,4,-73,11,-0.5,9,3,-5,5
CSc1n[nH]c(NC(=O)c2ccccc2Cl)c1-c1ccc([N+](=O)[O-])cc1,1,-96,1,-0.8,-8,-10,-9,11
CN(C)c1ccc(/C=C2\C(=O)ON=C2c2ccccc2)cc1C#N,7,-4,-33,-0.6,24,-7,5,-3
CSc1ncc(OCc2ccccc2)c(=O)[nH]1,5,-70,9,0.1,-9,-1,-2,-1
FC(F)(F)c1cc(-c2ccc3c(c2)CCC3)nc2cc(-c3cccs3)nn12,2,-62,-10,-0.6,17,-8,-5,-3
Cc1cc(-c2n[nH]c(=S)n2C)nn1-c1ccc([N+](=O)[O-])cc1,-1,-38,100*,-1.4,-19,-1,2,3
O=S(=O)(c1ccc(Cl)cc1)N1CCSCC1,0,-8,-6,-0.1,7,-5,4,6
COc1cc(CN(C(=O)c2cccc([N+](=O)[O-])c2)c2cccc(F)c2)cc(OC)c1OC,1,-65,-2,-0.7,-8,-11,0,-6
Cc1cn(S(=O)(=O)c2csc(Cl)c2Br)nc1-c1cccs1,0,-58,-1,-0.7,15,-7,0,9
Cc1noc(C)c1C(=O)O/N=C1\CCSc2ccc(F)cc21,5,-63,-2,-0.1,-4,-9,0,5
Cc1cc2n[nH]nc2cc1Cl,-5,16,-5,-0.4,20,-5,10,-11
